NR5A2 inv ag: NR5A2 inverse agonism in reporter assay. HEK293T StAR-luciferase reporter, LRH-1 transfected, 24 h. inhibition, % at 3.6 µM. actives 0.13% (n = 360,000);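 active = inhibition above the mean inhibition of all tested compounds plus 3 SD, cut at about 73% in these data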;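 note: 0% = DMSO wells and 100% = reporter-only cells lacking LRH-1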
Target sequence (O00482 whole entry, looked up): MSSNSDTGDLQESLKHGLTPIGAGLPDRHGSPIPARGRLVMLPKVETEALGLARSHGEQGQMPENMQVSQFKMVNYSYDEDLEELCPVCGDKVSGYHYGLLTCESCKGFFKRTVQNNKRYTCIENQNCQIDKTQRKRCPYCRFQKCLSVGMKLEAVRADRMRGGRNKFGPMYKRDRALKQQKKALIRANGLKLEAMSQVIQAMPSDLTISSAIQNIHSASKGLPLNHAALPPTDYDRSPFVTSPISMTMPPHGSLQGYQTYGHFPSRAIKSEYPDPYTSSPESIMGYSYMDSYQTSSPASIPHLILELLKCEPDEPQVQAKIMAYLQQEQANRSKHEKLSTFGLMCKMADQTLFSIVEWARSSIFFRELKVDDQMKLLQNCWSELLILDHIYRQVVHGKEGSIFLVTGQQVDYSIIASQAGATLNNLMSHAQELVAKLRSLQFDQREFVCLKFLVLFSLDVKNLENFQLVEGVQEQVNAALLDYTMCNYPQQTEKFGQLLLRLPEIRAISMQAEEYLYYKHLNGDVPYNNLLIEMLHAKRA
TWEAK-Fn14 inh: inhibitors of TWEAK-Fn14 interaction signaling; TWEAK-stimulated Fn14 reporter cells, luciferase luminescence, 8 h; inhibition, % at 10 µM; actives 2% (n = 360,000); in the data active = inhibition above about 50%
SRC1 inh: inhibitors of human steroid receptor coactivator 1 (SRC1). Q15788. HEK293 GAL4-SRC1 luciferase reporter, luminescence. inhibition, % at 3.6 µM. actives 0.12% (n = 360,000);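 active = inhibition above the campaign mean plus 3 SD, with each screening campaign given its own cutoff, cut at about 60% in these data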;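 note: 0% = DMSO treated cells and 100% = gossypol at 36 µM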
TROY NFkB inh: blocks TROY-dependent signaling in reporter cells; Q293 LMP1-TROYcd NF-kB luciferase reporter, 4 h; inhibition, % at 10 µM; actives 0.98% (n = 360,000);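 active = compounds whose plate-normalised and pattern-corrected inhibition of the luciferase reporter signal at the single screening dose is 50% or more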
Shn3 3UTR inh: inhibitors of Schnurri-3 3'UTR reporter in osteoblasts; actives 0.52% (n = 360,000); Clone20 osteoblast Shn3 3'UTR firefly luciferase, 24 h; inhibition, % at 12.5 µM;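 active = mean inhibition of at least 75% with every replicate also reaching 75%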;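 note: 0% = median of neutral control wells and 100% = pilot-screen positive control compound; some compounds past the cut are filed as inactive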
NCOA3 inh: human NCOA3 inhibition; HEK293 GAL4-SRC3 luciferase reporter, luminescence; Q9Y6Q9; inhibition, % at 3.6 µM; AID 588352; actives 0.17% (n = 360,000);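 active = inhibition above a per-campaign cutoff, the mean of all compounds plus 3 SD, cut at about 60% in these data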;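 note: 0% = DMSO-treated cells and 100% = gossypol-treated cells at 36 µM; higher means less SRC3-driven luciferase light from the GAL4 reporter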
CF NFkB inh: cystic fibrosis NF-kB activation inhibition; KKLEB NF-kB-GFP reporter, PAF-induced, GFP fluorescence overnight; inhibition, % at 5 µM; actives 0.86% (n = 360,000); AID 588850;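 active = at least 50% inhibition at 5 µM, scaled per plate between neutral and stimulator controls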;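 note: PAF is a Pseudomonas aeruginosa culture filtrate used as stimulus; plate controls were PAF-stimulated DMSO wells for no effect and unstimulated DMSO wells for full effect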
COUP-TFII inh: blocks human COUP-TFII nuclear receptor; P24468; HEK293T NGFI-A luciferase reporter, luminescence; inhibition, % at 8.6 µM; actives 0.7% (n = 370,000); AID 686940;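 active = inhibition above a per-plate cutoff, mean inhibition of test wells between control levels plus 3 SD, cut at about 38% in these data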;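 note: cells cotransfected with COUP-TFII expression vector driving the NGFI-A reporter; 0% = median of COUP-TF2 test wells and 100% = reporter-only cells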
Target sequence (P24468 whole entry, looked up): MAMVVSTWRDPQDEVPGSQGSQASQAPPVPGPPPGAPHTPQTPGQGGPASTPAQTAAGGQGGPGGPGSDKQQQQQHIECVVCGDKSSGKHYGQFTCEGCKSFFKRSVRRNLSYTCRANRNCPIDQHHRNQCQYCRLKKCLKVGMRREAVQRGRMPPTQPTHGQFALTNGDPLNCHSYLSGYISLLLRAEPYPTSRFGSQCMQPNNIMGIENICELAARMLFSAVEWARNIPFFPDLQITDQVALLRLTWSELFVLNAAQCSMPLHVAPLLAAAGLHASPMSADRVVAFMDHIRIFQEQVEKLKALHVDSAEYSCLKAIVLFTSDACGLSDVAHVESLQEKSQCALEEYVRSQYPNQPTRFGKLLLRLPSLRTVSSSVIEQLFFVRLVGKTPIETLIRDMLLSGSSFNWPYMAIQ
C8 TRAIL sens: caspase-8 TRAIL sensitization; NB7+C8 cells + TRAIL, ATPlite viability luminescence; inhibition (viability loss, TRAIL sensitization), % at 10 µM; actives 1% (n = 360,000); AID 624354;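 active = compounds causing at least 50% loss of cell viability in the single-dose screen, relative to plate controls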
EBV LMP1 NFkB: reduces LMP1-driven NF-kappaB luciferase signal; LMP1-induced NF-kappaB luciferase reporter cells, luminescence; inhibition, % at 12.5 µM; actives 0.69% (n = 350,000); in the data active = inhibition above about 41%;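 note: 0% = neutral control wells and 100% = reference inhibitor control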
KKLEB cytotox: reduces viability of KKLEB cystic fibrosis airway cells. activity change (cytotoxicity), % at 5 µM. actives 0.36% (n = 360,000). KKLEB CF airway cells viability, ATPlite luminescence, overnight; stronger effect = lower value; cells stimulated with P. aeruginosa culture filtrate;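 active = corrected activity change at or below -50% at 5 µM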
* hit, by the source's call; nt = not tested or not shown. This is a subset (hit frequency here may not be typical).

SMILES | NR5A2 inv ag | TWEAK-Fn14 inh | SRC1 inh | TROY NFkB inh | Shn3 3UTR inh | NCOA3 inh | CF NFkB inh | COUP-TFII inh | C8 TRAIL sens | EBV LMP1 NFkB | KKLEB cytotox
NCCS(=O)(=O)NC1CCCCC1 | -1 | -12 | -5 | 12 | 13 | 9 | -10 | 18 | 4 | -2 | -1
CN1CCN(CC#CC2(O)CCCCC2)CC1 | 5 | 11 | 9 | -3 | -10 | 10 | 2 | 22 | 15 | 3 | 0
COc1ccc2c(c1OC)C(=O)N1C2SC(C)(C)[C@H]1C(=O)NCC(C)C (stereo not given in full) | 9 | -16 | 9 | 5 | -2 | -12 | -36 | 17 | -4 | -1 | -3
CCN(C(=O)CN1C(=O)NC2(CCCC2)C1=O)c1nc2c(C)cccc2s1 | -23 | 3 | 14 | -17 | -10 | 14 | 28 | 4 | -8 | 0 | -22
COc1ccc(/C=C2\Oc3cc(OCC(=O)N4CCC[C@H]4C(=O)O)ccc3C2=O)c(OC)c1 | 3 | 1 | -27 | -11 | -8 | 5 | -15 | nt | -12 | 8 | 14
Cc1nn(CCc2n[nH]c(=S)n2-c2cccc(Cl)c2)c(C)c1[N+](=O)[O-] | -22 | -18 | 6 | -9 | 1 | 0 | 4 | -1 | 13 | -9 | 4
Cc1ccccc1N1CCN(S(=O)(=O)c2ccc3oc(=O)ccc3c2)CC1 | 5 | 12 | -11 | 22 | 7 | -14 | 0 | 1 | -5 | -20 | 0
Cc1ccc2nc(C)cc(N3CCOCC3)c2c1 | -6 | -12 | -6 | -18 | -5 | -18 | -4 | 5 | -4 | -6 | -9
O=C(O)CCCN(Cc1cccc(Br)c1)S(=O)(=O)c1ccc(Br)cc1 | 8 | 5 | -15 | 7 | -13 | 6 | 11 | 14 | -5 | 2 | 9
c1cc(C2CCN(Cc3nc(-c4ccc5c(c4)OCO5)no3)CC2)ccn1 | 21 | 5 | 6 | 34 | 33 | 15 | 6 | 15 | -1 | 4 | -12
COc1ccc(C(=O)c2ccc(N3CCOCC3)cc2)c(OC)c1 | 3 | 7 | -30 | -2 | 4 | 4 | 7 | 14 | 12 | 6 | -8
O=C(Nc1ccncc1)c1c(F)c(F)c(F)c(F)c1F | 4 | 9 | 7 | 4 | 11 | 0 | 34 | 3 | -6 | -4 | -14
COc1ccc(C(=O)OC2CCN(c3ncc(C(F)(F)F)cc3Cl)CC2)cc1 | 4 | 5 | -9 | 16 | 16 | -1 | 15 | 18 | -1 | 5 | 6
Cc1ccc(C=O)c([B-](F)(F)F)c1 | 6 | 3 | 0 | -3 | 9 | -20 | -10 | -9 | -6 | -2 | 8
Oc1cccc2cc(-c3ccncc3)cnc12 | -59 | -1 | -3 | -53 | 56 | -17 | 14 | 8 | 48 | nt | -16
CC(C)C(c1nnnn1CCc1ccccc1)N1CCOCC1 (stereo not given) | 6 | 0 | 3 | -8 | 2 | -27 | -5 | 1 | -9 | -13 | 7
COc1ccc(NC(=S)N2CCC(C(=O)c3ccc(OC)cc3)CC2)cc1 | -5 | -6 | -8 | 8 | 19 | 0 | -14 | -21 | 16 | -197 | 4
COc1ccc(/C=N/NC(=O)c2ccccc2OCc2ccccc2)c(OC)c1 | -2 | -27 | 3 | 26 | -5 | 19 | 11 | -1 | -5 | 8 | 20
Cc1ccccc1NC(=S)NCc1ccc2[nH]c3c(c2c1)CCCC3 | 42 | 0 | -10 | 26 | 10 | 7 | 32 | 2 | -1 | -1 | -6
COc1cccc(/C=N/N2CCN(C)CC2)c1 | 11 | -28 | -15 | -29 | -29 | -24 | -6 | -5 | -8 | -18 | -1
O=C(CNC(=O)c1ccccc1F)NCCOc1ccccc1Cl | -8 | 15 | 0 | -17 | -3 | 0 | -4 | -1 | 3 | -6 | 11
Cc1cc(C)c2c(CC(=O)O)c(C)[nH]c2c1 | 17 | 15 | -7 | 6 | 11 | 11 | -13 | 1 | -5 | 0 | 5
Cc1cccc(NC(=S)NCCN(C2CCCCC2)C2CCCC2)c1 | 11 | -22 | -83 | 3 | nt | 8 | 9 | 13 | 8 | -21 | -10
CN(Cc1ccccc1Cl)C(=O)c1cnccc1C(F)(F)F | -1 | -1 | -2 | -6 | 2 | 8 | 3 | 17 | -5 | 4 | -27
Cc1cc(C(=O)Nc2cccnc2)on1 | -9 | -14 | 0 | -16 | -9 | -38 | -3 | -12 | -2 | 1 | 23

Taken from the results shown (two entries):
SMILES | NR5A2 inv ag | TWEAK-Fn14 inh | SRC1 inh | TROY NFkB inh | Shn3 3UTR inh | NCOA3 inh | CF NFkB inh | COUP-TFII inh | C8 TRAIL sens | EBV LMP1 NFkB | KKLEB cytotox
O=C(Nc1ccncc1)c1c(F)c(F)c(F)c(F)c1F | 4 | 9 | 7 | 4 | 11 | 0 | 34 | 3 | -6 | -4 | -14
COc1ccc(C(=O)OC2CCN(c3ncc(C(F)(F)F)cc3Cl)CC2)cc1 | 4 | 5 | -9 | 16 | 16 | -1 | 15 | 18 | -1 | 5 | 6

(further entries)
SMILES | NR5A2 inv ag | TWEAK-Fn14 inh | SRC1 inh | TROY NFkB inh | Shn3 3UTR inh | NCOA3 inh | CF NFkB inh | COUP-TFII inh | C8 TRAIL sens | EBV LMP1 NFkB | KKLEB cytotox
O=C(N/C(=C\c1cccnc1)C(=O)N1CCOCC1)c1cccc(Br)c1 | 5 | 16 | -6 | 10 | 20 | 15 | 8 | -17 | -14 | -3 | -7
O=C(CNC(=O)c1ccccc1)N=Nc1c(O)[nH]c2ccc(Br)cc12 | 5 | -14 | 20 | -6 | -2 | -1 | -12 | -6 | 10 | 5 | -5
CCOc1ccccc1NC(=O)CSc1nnc(CNC(=O)c2c(F)cccc2Cl)o1 | 7 | -13 | 5 | 16 | -10 | -2 | -15 | -11 | -59 | -2 | 2
CC(=O)N(Cc1ccccc1C)c1cccc(C)c1C | 2 | 8 | -19 | -10 | 17 | 18 | 2 | -14 | 13 | -3 | -1
COC(=O)c1ccc(C2Nc3ccccc3NC3=C2C(=O)CC(C)(C)C3)cc1 (stereo not given) | 7 | -7 | -22 | -18 | 3 | -25 | -1 | -14 | -9 | 1 | 4
CCCc1cc(=O)n2[nH]c(NCc3ccc(Cl)cc3Cl)nc2n1 | 7 | 10 | -4 | 9 | -1 | 6 | 7 | 6 | -16 | -15 | -7
Cc1[nH]n(C(N)=S)c(=O)c1N=Nc1ccc2ccccc2c1 | -91 | -1 | -82 | -2 | -109 | -74 | -14 | -20 | 21 | -2 | 0
Clc1ccccc1Nc1nc(NCc2ccccc2)nc2ccsc12 | -3 | -19 | 14 | 10 | 69 | -1 | 32 | 18 | -5 | nt | -26
N#CC(c1ccccc1)C1CCN(Cc2ccccc2)CC1 (stereo not given) | -10 | 4 | 7 | -23 | 13 | 0 | 0 | 2 | 7 | -5 | 9
COCCNc1ncnc2c1ncn2[C@H]1CN(Cc2ccc(Cl)cc2)C[C@@H](CO)O1 | 9 | 1 | 6 | -15 | -14 | 2 | -16 | -19 | -21 | nt | 4
Cc1cccc(C)c1NC(=S)N/N=C/c1c(Cl)cccc1Cl | 11 | -21 | 18 | 1 | -14 | 15 | 4 | 9 | 3 | 14 | -10
O=C(Nc1cc(S(=O)(=O)N2CCCCC2)ccc1O)c1ccccc1NS(=O)(=O)c1ccc(F)c(F)c1 | 0 | -4 | 3 | 39 | -2 | 4 | 6 | 10 | 2 | -1 | 10
CC(=O)C1=C(O)C(=O)N(Cc2ccccc2)C1c1ccc([N+](=O)[O-])cc1 (stereo not given) | 10 | 7 | 3 | 10 | 8 | -10 | -11 | -7 | -16 | 2 | -6
Cc1ccc(S(=O)(=O)N2CCCC2)s1 | -4 | 0 | -13 | 2 | 0 | -22 | 8 | -7 | -14 | -2 | -4
Cc1cccc(OCC(=O)N2CCN(C(=O)c3ccc([N+](=O)[O-])cc3)CC2)c1 | 16 | 0 | -3 | -5 | -2 | 6 | 6 | 11 | -6 | 3 | -15
CS(=O)(=O)N1CCN(C2C3CC4CC(C3)CC2C4)CC1 (stereo not given) | 0 | 0 | 9 | -4 | 6 | 11 | 5 | 8 | 6 | -3 | 4
CC1(C(=O)Nc2ccc3c(c2)OCCO3)CCN1C(=O)Cc1ccc(-c2ccccc2)cc1 (stereo not given) | -8 | 74* | 8 | 46 | 54 | 11 | -16 | 22 | 10 | nt | -4
Cc1ccc(-n2[nH]c(C)c(C=Nc3cc(C)ccn3)c2=O)cc1 | -22 | -5 | -16 | 11 | -14 | -4 | 1 | -2 | 21 | -4 | -1
CN(C)S(=O)(=O)c1cccc(NC(=O)COc2cccc(C#N)c2)c1 | -2 | -8 | 3 | -7 | -12 | -17 | -2 | -8 | -10 | 1 | 16
CCOC(=O)C1CCN(CC(O)COc2ccc(C(=O)CC)cc2)CC1 (stereo not given) | 2 | -2 | -6 | 14 | -4 | 22 | -2 | 10 | -3 | -8 | 4
Cc1ccc(NC(=O)CSc2ncccc2C(=O)Oc2cccc([N+](=O)[O-])c2)cc1Cl | -14 | -45 | -8 | -30 | -91 | -4 | 14 | -1 | 28 | -18 | -20
O=C(N/N=C/C=C\c1ccccc1[N+](=O)[O-])c1ccncc1 | 11 | 2 | 0 | 16 | -6 | -3 | 5 | -6 | -1 | 19 | 3
CC(=O)c1cccc(NC(=O)C(C)OC(=O)/C=C/c2cccs2)c1 (stereo not given) | -1 | -12 | -16 | -17 | 1 | -19 | -18 | -6 | 3 | 2 | -8
COc1cc(C(=O)N2c3ccccc3CCC2C)cc(OC)c1OC (stereo not given) | 7 | -14 | 3 | 9 | 6 | 0 | 12 | 36 | -14 | -2 | -4
Cc1ccc2c(c1)C1CN(C)CCC1N2S(=O)(=O)c1ccc(C#N)cc1 (stereo not given) | 16 | -3 | -1 | -8 | -17 | 6 | -38 | 7 | -23 | 0 | 15

Overlap with the part before: two entries; new compounds follow.
SMILES | NR5A2 inv ag | TWEAK-Fn14 inh | SRC1 inh | TROY NFkB inh | Shn3 3UTR inh | NCOA3 inh | CF NFkB inh | COUP-TFII inh | C8 TRAIL sens | EBV LMP1 NFkB | KKLEB cytotox
COc1cc(C(=O)N2c3ccccc3CCC2C)cc(OC)c1OC (stereo not given) | 7 | -14 | 3 | 9 | 6 | 0 | 12 | 36 | -14 | -2 | -4
Cc1ccc2c(c1)C1CN(C)CCC1N2S(=O)(=O)c1ccc(C#N)cc1 (stereo not given) | 16 | -3 | -1 | -8 | -17 | 6 | -38 | 7 | -23 | 0 | 15
CCC(C(=O)N(C(C)C)C(C)C)c1ccccc1 (stereo not given) | -7 | 8 | -7 | 5 | -5 | 14 | 10 | -4 | -9 | -6 | 1
CCOc1ccc(S(=O)(=O)Nc2cc(F)ccc2F)c2cccnc12 | -8 | 0 | -9 | 12 | 8 | 5 | -3 | -10 | 4 | 2 | -4
O=Cc1ccc(O)c2ncccc12 | 11 | 17 | 13 | -12 | 70 | -8 | -2 | nt | 56* | 59* | -4
CN(C)S(=O)(=O)N1CCC(Oc2ccc(C(=O)N3C[C@@H]4CCC[C@H]3C4)cc2)CC1 | 11 | -23 | 15 | 7 | 68 | 11 | 2 | 20 | -10 | 10 | -3
CC(C)Oc1cccc(C(=O)Nc2ccc(CN3CCOCC3)cc2)c1 | -8 | 10 | -10 | 7 | -4 | 15 | -8 | 7 | 9 | 6 | -9
COc1ccc2[nH]c3c(c2c1)CCN1C(=O)N([C@@H](C)C(=O)NCc2ccc(C)cc2)C(=O)[C@]31C | 6 | 0 | 1 | 10 | 4 | 17 | -10 | 7 | 1 | 6 | 4

Compound activity (PubChem)
